HEK293 tox – qHTS of GLP-1 Receptor Inverse Agonists: Cytotox Screen; Potency, µM (highest dose often 38.3 µM), inactives show top-dose activity change, negative = inhibition, hits mostly inhibitors; 0.13% of 410,000 active; HEK293 cAMP-luciferase reporter cells, luminescence, 24 h;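 further: loss of luciferase light is scored as toxicity; potency means the concentration at half of the fitted maximal effect; on the % scale 0 is the no-effect control and ±100 the full control effect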
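Luminescence readout: signal drop marks cytotoxicity. Plated cells grew 12 h at 37 °C, 5% CO2, received 23 nL compound for 24 h, then got luciferase reagent, read after 12 min at RT.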
FUS yeast rescue – qHTS for Suppressors of FUS Proteinopathy: Primary screen using FUS-linked yeast assay. S. cerevisiae FUS-expressing, growth rescue, OD600, 24 h. Potency, µM (titrated, usually from 76.6 µM), inactives show top-dose growth rescue (activation), usual class: activators. 0.24% of 390,000 active. AID 1347120, 2019;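 further: potency means the concentration at half of the fitted maximal effect; plate controls were DMSO vehicle for no effect and reference control for full effect; nearly all actives have a fitted effect of over 55% in size; some results filed as inactive show a strong effect at the top dose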
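Yeast FUS proteinopathy model; galactose-induced FUS (2%), starting OD 0.005. Cpds in dilution series, 24hr, 30C, 99% humidity. Abs 600 nm growth. Pos ctrl CP55940 (top 92uM final); neg ctrl DMSO.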
GLP1R inv ag – qHTS of GLP-1 Receptor Inverse Agonists (Inhibition Mode). Glucagon-like peptide 1 receptor (Homo sapiens), P43220. HEK293 GLP-1R CRE-luciferase, luminescence, 24 h; GLP-1R form is constitutively active. Potency, µM (top dose mostly 38.3 µM), inactives show top-dose activity change, negative = inhibition, actives largely listed as inhibitors. 1.6% of 410,000 active. AID 624417, 2012; further: potency means the concentration at half of the fitted maximal effect; on the % scale 0 is the no-effect control and ±100 the full control effect; nearly all actives have a fitted effect of over 55% in size
Target sequence (P43220 whole entry, looked up): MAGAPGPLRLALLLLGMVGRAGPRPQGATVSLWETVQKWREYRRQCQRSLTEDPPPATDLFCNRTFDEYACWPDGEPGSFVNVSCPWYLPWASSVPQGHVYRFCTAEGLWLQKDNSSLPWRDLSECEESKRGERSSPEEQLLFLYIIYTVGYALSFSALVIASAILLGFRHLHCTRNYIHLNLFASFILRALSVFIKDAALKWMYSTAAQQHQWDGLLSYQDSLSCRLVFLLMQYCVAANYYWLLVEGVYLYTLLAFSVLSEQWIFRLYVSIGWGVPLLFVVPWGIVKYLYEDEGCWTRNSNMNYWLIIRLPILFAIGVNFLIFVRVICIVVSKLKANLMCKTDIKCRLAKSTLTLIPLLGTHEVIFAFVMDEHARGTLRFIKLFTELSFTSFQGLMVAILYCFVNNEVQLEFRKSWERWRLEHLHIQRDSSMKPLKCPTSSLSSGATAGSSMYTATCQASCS
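Luminescence readout: a drop in cAMP-driven luciferase signal flags inverse agonism at a constitutively active GLP-1R stably expressed in HEK293. Compound exposure lasted 24 hr at 37 deg C, 5% CO2.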
Akt phos inh – HTS Assay for Inhibitors of Akt Phophorylation: Primary Screen. 0.32% of 360,000 active. activity change, % for hits at 50 µM. Neuro2A IGF-stimulated pAkt S473 HTRF, 20 min; stronger effect = lower value. AID 651550, 2012; in the data active means activity change below about -80%; inconclusive means mostly about -51% to -80%; further: on the % scale 0 is the no-effect control and ±100 the full control effect
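Single-point screen (50 µM final compound) in Neuro2A cells stimulated 20 min with 6 nM IGF at 37 deg C. After lysis, Ser473-phosphorylated Akt read by HTRF (ex 330 nm, em 615/665 nm) as the 665/615 ratio.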
TDP43 rescue – qHTS of TDP-43 Inhibitors. 1.8% of 410,000 active. TDP-43 expressing yeast growth rescue, BacTiter-Glo, 24 h. AID 652104, 2013. Potency, µM (top dose mostly 46.1 µM), without a hit: at the highest dose growth rescue (activation), most hits filed as activators; further: potency means the concentration at half of the fitted maximal effect; % of control where 0% means no effect; nearly all actives have a fitted effect of over 50% in size
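Cell-based yeast growth screen: TDP-43 expression induced in galactose, inoculum OD600=0.02 after raffinose pregrowth to mid-log. Read-out BacTiter-Glo luminescence at 24 hr, 30 deg C; inhibition of toxicity seen as signal increase.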
Abeta rescue – qHTS for compounds that reverse cellular toxicity of Amyloid beta (A-beta) peptide in yeast: Primary Screen; yeast expressing A-beta42, growth rescue, OD600, 48 h; response scale: 0% DMSO, 100% iron-clioquinol control; Potency, µM (top dose mostly 46.1 µM), for the others: at the top dose growth rescue, usual class: activators; 0.063% of 410,000 active; further: potency means the concentration at half of the fitted maximal effect; nearly all actives have a fitted effect of over 55% in size
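Yeast growth medium received pinned compounds, then yeast cells expressing toxic A-beta were added; plates incubated at 30 C for 48 hr. Growth read as absorbance at 600 nm, normalized to DMSO and equimolar FeCl3 plus clioquinol controls.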
aSyn yeast inh – qHTS of alpha-syn Inhibitors; Yeast expressing alpha-synuclein, growth rescue, BacTiter-Glo, 24 h; Potency, µM (series often up to 46.1 µM), without a hit: top-dose growth rescue (activation), hits mostly activators; 0.14% of 370,000 active; AID 652106, 2013; further: potency means the concentration at half of the fitted maximal effect; % of control where 0% means no effect; nearly all actives have a fitted effect of over 65% in size
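Galactose-induced alpha-syn yeast (OD600=0.02, raffinose-pregrown) + pinned cpd, 24 hr, 30 deg C; growth by BacTiter-Glo luminescence. Growth restoration scores as activation.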
Mm-Cpn inhibitor – Inhibitors of TCP-1 ring complex (TRiC) of Methanococcus maripaludis (MmCpn): qHTS. Chaperonin Mm-Cpn (Methanococcus maripaludis). purified Mm-Cpn ATPase, ADP Transcreener TR-FRET. Potency, µM (highest dose often 76.9 µM), for the others: top-dose activity, negative = inhibition, actives largely listed as inhibitors. 0.031% of 330,000 active. AID 504842, 2011; further: potency means the concentration at half of the fitted maximal effect; on the % scale 0 is the no-effect control and ±100 the full control effect; nearly all actives have a fitted effect of over 80% in size
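TR-FRET (320 nm excitation; 590 and 665 nm emission) reports ADP made from 10 uM ATP by 25 nM enzyme; compounds were preincubated 10 min, reaction run 30 min, both at 37°C.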
PTHR1 agonist – qHTS for PTHR1 Agonists: Primary Screen | HEK293 GP2 PTHR1 cells, GloSensor cAMP luminescence, 1 h | Potency, µM (series often up to 115 µM), inactives show top-dose activation, usual class: activators | 0.075% of 410,000 active; further: potency means the concentration at half of the fitted maximal effect; nearly all actives have a fitted effect of over 55% in size; some results filed as inactive show a strong effect at the top dose; inactives centre near -15; many of its hits are not listed in these tables
Target sequence (Q03431 whole entry, looked up): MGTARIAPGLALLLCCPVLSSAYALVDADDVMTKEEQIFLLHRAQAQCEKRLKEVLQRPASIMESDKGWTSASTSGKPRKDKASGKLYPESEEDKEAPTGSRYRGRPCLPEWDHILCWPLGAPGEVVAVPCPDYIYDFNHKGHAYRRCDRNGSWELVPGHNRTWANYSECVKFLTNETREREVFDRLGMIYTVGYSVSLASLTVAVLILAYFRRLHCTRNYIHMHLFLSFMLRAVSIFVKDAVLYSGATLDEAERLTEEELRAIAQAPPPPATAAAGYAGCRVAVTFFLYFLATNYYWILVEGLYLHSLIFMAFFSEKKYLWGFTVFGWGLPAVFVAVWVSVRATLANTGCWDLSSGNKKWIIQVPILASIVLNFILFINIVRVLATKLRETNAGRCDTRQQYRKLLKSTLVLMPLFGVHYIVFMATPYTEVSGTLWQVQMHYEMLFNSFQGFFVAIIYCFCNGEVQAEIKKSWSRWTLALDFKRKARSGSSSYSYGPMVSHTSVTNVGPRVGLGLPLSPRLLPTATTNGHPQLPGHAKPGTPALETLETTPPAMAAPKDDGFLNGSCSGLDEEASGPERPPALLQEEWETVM
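HEK-293-derived GP2 cells expressing PTHR1 and a GloSensor cAMP reporter, 3,000/well, plated overnight, given luciferin plus IBMX (each 0.5 mM as added) for 1 h at 37 °C, then compound for 1 h at 37 °C. Luminescence was read after 15 min at room temperature.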
Starred values were filed as active, the others as inactive; i = inactive; ? = inconclusive; . = no result given; [ ] = remark or other dose. Unless noted, the call rests on the fitted dose curve; in most records, active means well fitted curve in the direction sought with a large enough effect; inconclusive means small, poorly fitted or top-dose-only effect, or another doubt; inactive means no such curve, though single readings can be large; an effect the other way counts as inactive or inconclusive. This is a subset (hit frequency here may not be typical).

SMILES	HEK293 tox	FUS yeast rescue	GLP1R inv ag	Akt phos inh	TDP43 rescue	Abeta rescue	aSyn yeast inh	Mm-Cpn inhibitor	PTHR1 agonist
CC1CN(Cc2ccccc2)c2nc3c(c(=O)n(CC(N)=O)c(=O)n3C)n2C1 (configuration not stated)	5%	1%	5%	i	-12%	-13%	-17%	3%	?
CCOC(=O)N1CCN(C(=O)C[C@@H]2C[C@@]3(C(=O)OCC)CCC=C3N(Cc3ccccc3)C2=O)CC1	-3%	22%	11%	i	23%	-1%	0%	.	9%
Cc1ccc(Nc2nnc(-c3ccncc3)s2)c(Br)c1	5%	.	8%	i	-6%	-12%	-2%	0%	-5%
O=C(N1CCN(c2ccccc2F)CC1)C12CC3CC(CC(C3)C1)C2	-1%	30%	-1%	i	52%	-4%	3%	-1%	i
CCC(=O)c1cn(CC(=O)Nc2cc(C)ccc2C)c2ccccc12	-1%	-9%	1%	i	16%	-3%	0%	2%	i
CCn1ncc(CN2CCN(Cc3ccc(OC)c(C)c3C)C(CCO)C2)c1C (configuration not stated)	7%	13%	?	i	-3%	12%	2%	0%	i
Cc1ccnc(OC(C(=O)O)C(OCCc2ccccc2)(c2ccccc2)c2ccccc2)n1 (configuration not stated)	-19%	?	?	i	2%	-7%	-7%	2%	-20%
COC(=O)[C@]12CCCCC=C1N(Cc1ccco1)C(=O)[C@H](CC(=O)NCCCCc1ccccc1)C2	-3%	?	-34%	i	24%	-9%	-3%	.	-13%
COC(=O)c1sc(NC(=O)OCc2ccccc2)nc1CCNC(=O)OC(C)(C)C	-2%	-9%	11%	i	16%	-4%	0%	.	-12%
O=C(Nc1ccc([N+](=O)[O-])cc1)c1cccc([N+](=O)[O-])c1	5%	-5%	1%	i	18%	-5%	-1%	.	-12%
Cc1cc(C(=O)COc2ccc(Br)cc2F)c(C)n1C1CC1	8%	20%	?	i	?	5%	?	-4%	-90%[inhibitor]
CC(C)Nc1ccc(Nc2ccnc3cc4ccccc4cc23)cc1	4.5µM*	30%	3.2µM*	i	-18%	-7%	-8%	-6%	i
Cc1ccc(C(=O)/C=C/Nc2cccc(O)c2)cc1	-25%	6%	?	i	-2%	-35%[inhibitor]	-23%	0%	-76%[inhibitor][57.5 µM]
NC(=O)c1ncn([C@@H]2O[C@H](CNS(=O)(=O)c3cc4ccccc4s3)[C@@H](O)[C@H]2O)n1	3%	-5%	16%	i	15%	0%	-9%	.	i
CCN(CC(=O)Nc1ccccc1OC)CC(=O)Nc1sccc1C#N	6%	21%	-13%	i	-13%	13%	5%	1%	-6%
Cc1ccc(CNCC(=O)Nc2ccc(C)cc2Br)cc1	-2%[0.307 µM]	0%	-5%[0.307 µM]	i	-10%	-5%	1%	1%	i
O=C(Nc1ccc2ccccc2c1)C(c1ccccc1)n1c(=O)c(-c2cc3ccccc3[nH]2)nc2ccccc21 (configuration not stated)	373%[activator]	15%	?	i	?	?	?	.	i
CCN1CCN(Cc2cccc(Oc3ccccc3)c2)CC1	-5%	-6%	-8%	i	-17%	-16%	11%	-5%	-28%
O=C(CN1C(=O)CCC1=O)NNc1ccc2ccccc2c1	15%	0%	?	i	-4%	-8%	8%	1%	-2%
CC(C)Nc1nc(NC(N)=S)nc(NC(C)(C)C)n1	5%	8%	1%	i	-2%	-3%	0%	?	i
COc1ccc(N2C(=O)CC(C)(C)CC2=O)cc1OC	4%	-23%	13%	i	13%	-6%	2%	0%	-21%
COc1ccc(S(=O)(=O)N(C)C)cc1NC(=O)CN1CCN(C(=O)C2CC2)CC1	-10%	7%	-25%	i	12%	-6%	1%	0%	-29%
CCCc1cc(CCC)n2nc(N)nc2n1	10%	-4%	96%[activator]	i	3%	-3%	0%	.	-4%
CC1CC(C)CN(C(=O)/C=C/c2ccc([N+](=O)[O-])s2)C1 (configuration not stated)	-27%	1%	-15%	i	22µM*	-29%	1%	-1%	-25%

Some of these compounds in order of length of the SMILES, low to high.
SMILES	HEK293 tox	FUS yeast rescue	GLP1R inv ag	Akt phos inh	TDP43 rescue	Abeta rescue	aSyn yeast inh	Mm-Cpn inhibitor	PTHR1 agonist
CCCc1cc(CCC)n2nc(N)nc2n1	10%	-4%	96%[activator]	i	3%	-3%	0%	.	-4%
CCN1CCN(Cc2cccc(Oc3ccccc3)c2)CC1	-5%	-6%	-8%	i	-17%	-16%	11%	-5%	-28%
Cc1ccc(CNCC(=O)Nc2ccc(C)cc2Br)cc1	-2%[0.307 µM]	0%	-5%[0.307 µM]	i	-10%	-5%	1%	1%	i
COc1ccc(N2C(=O)CC(C)(C)CC2=O)cc1OC	4%	-23%	13%	i	13%	-6%	2%	0%	-21%
O=C(CN1C(=O)CCC1=O)NNc1ccc2ccccc2c1	15%	0%	?	i	-4%	-8%	8%	1%	-2%
CC(C)Nc1ccc(Nc2ccnc3cc4ccccc4cc23)cc1	4.5µM*	30%	3.2µM*	i	-18%	-7%	-8%	-6%	i
Cc1cc(C(=O)COc2ccc(Br)cc2F)c(C)n1C1CC1	8%	20%	?	i	?	5%	?	-4%	-90%[inhibitor]
CCN(CC(=O)Nc1ccccc1OC)CC(=O)Nc1sccc1C#N	6%	21%	-13%	i	-13%	13%	5%	1%	-6%
CC1CC(C)CN(C(=O)/C=C/c2ccc([N+](=O)[O-])s2)C1 (configuration not stated)	-27%	1%	-15%	i	22µM*	-29%	1%	-1%	-25%
COC(=O)c1sc(NC(=O)OCc2ccccc2)nc1CCNC(=O)OC(C)(C)C	-2%	-9%	11%	i	16%	-4%	0%	.	-12%
O=C(Nc1ccc([N+](=O)[O-])cc1)c1cccc([N+](=O)[O-])c1	5%	-5%	1%	i	18%	-5%	-1%	.	-12%
COc1ccc(S(=O)(=O)N(C)C)cc1NC(=O)CN1CCN(C(=O)C2CC2)CC1	-10%	7%	-25%	i	12%	-6%	1%	0%	-29%
O=C(Nc1ccc2ccccc2c1)C(c1ccccc1)n1c(=O)c(-c2cc3ccccc3[nH]2)nc2ccccc21 (configuration not stated)	373%[activator]	15%	?	i	?	?	?	.	i

(list continues)
SMILES	HEK293 tox	FUS yeast rescue	GLP1R inv ag	Akt phos inh	TDP43 rescue	Abeta rescue	aSyn yeast inh	Mm-Cpn inhibitor	PTHR1 agonist
COc1cccc(NC(=O)CN(C)C(=O)COc2cc(C)ccc2Cl)c1	8%	19%	?	i	-23%	0%	-11%	2%	-19%
C[C@@H](NC(=O)c1nc[nH]c1C(=O)N1CCc2ccccc2C1)c1ccccc1	-3%	17%	7%	i	25%	4%	3%	2%	i
CC1(C(=O)Nc2ccc(Cl)c(Cl)c2)CCN1CCc1ccccc1 (configuration not stated)	-6%	-2%	?	i	27%	22%	1%	.	i
Cc1ccc([C@@H]2CC=C(C(=O)O)[C@H](c3cccc(Cl)c3)N2S(=O)(=O)c2ccccc2C)cc1	-25%	-2%	?	i	-8%	-10%	3%	3%	-83%[inhibitor]
COc1ccc(NC(=O)C(=O)Nc2cccc3cccnc23)c(OC)c1	1%	-14%	-12%	i	-3%	-11%	-11%	-20%	-6%
COc1ccc(C(=O)N2CCCc3ccccc32)cc1Br	-2%	16%	?	i	?	-9%	4%	1%	-4%
COc1ccccc1Nc1nc(N)nc(CSC(=S)N2CC(C)CC(C)C2)n1 (configuration not stated)	-9%	25%	?	i	25µM*	24%	0%	0%	i
Cn1c(CCNC(=O)c2ccco2)nc2cc(NS(=O)(=O)c3ccc(Cl)cc3)ccc21	-4%	18%	?	i	0%	18%	2%	1%	i
Cc1ccc(NC(=O)/C(Cl)=C/c2ccccc2)cc1C	3%	.	-20%	i	29%	-47%[inhibitor]	-26%	1%	-34%
CC(C)COc1ccc(-c2cc(C(=O)NN)[nH]n2)cc1	-12%	25%	5%	i	?	6%	?	-1%	-6%
CSc1nc(-c2ccco2)cc(-c2ccccc2)c1C#N	13%	-3%	25%	i	12%	0%	7%	-1%	i
Cc1cc(C(=O)NNC(C)Cc2ccccc2)no1 (configuration not stated)	-1%	-27%	1%	i	21%	7%	2%	.	i
O=C1C(Cl)=C(NCCCO)C(=O)c2ccccc21	-9%	-10%	?	i	26%	-25%	-1%	0%	i
Cc1ccc(C)n1-c1ccc(-c2nnc3n2CCCCC3)s1	-25%	?	83%[activator]	i	-2%	9%	-8%	-25%	-2%[57.5 µM]
CC(C)(C)c1nc2c(Br)cc(Br)cc2c(=O)o1	4%	28%	5%	i	23%	-23%	-10%	1%	12%
O=C(Nc1ccc2c(c1)C(=O)N(CC1CCCO1)C2=O)c1ccc(Cl)c(Cl)c1 (configuration not stated)	-3%	9%	-7%	i	19%	15%	-8%	1%	?
